B2AR arrestin: beta2AR (human) beta-arrestin recruitment activity; beta-arrestin recruitment to beta2AR, cell-based reporter; Potency, µM (series often up to 46.1 µM), without a hit: at the highest dose activation, hits mostly activators; 330,000 compounds, 0.02% hits; AID 492947;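 further: potency means the concentration at half of the fitted maximal effect; 0% = DMSO controls and full agonism = EC100 isoproterenol or metaproterenol; nearly all actives have a fitted effect of over 65% in size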
Target sequence (P07550 whole entry, looked up): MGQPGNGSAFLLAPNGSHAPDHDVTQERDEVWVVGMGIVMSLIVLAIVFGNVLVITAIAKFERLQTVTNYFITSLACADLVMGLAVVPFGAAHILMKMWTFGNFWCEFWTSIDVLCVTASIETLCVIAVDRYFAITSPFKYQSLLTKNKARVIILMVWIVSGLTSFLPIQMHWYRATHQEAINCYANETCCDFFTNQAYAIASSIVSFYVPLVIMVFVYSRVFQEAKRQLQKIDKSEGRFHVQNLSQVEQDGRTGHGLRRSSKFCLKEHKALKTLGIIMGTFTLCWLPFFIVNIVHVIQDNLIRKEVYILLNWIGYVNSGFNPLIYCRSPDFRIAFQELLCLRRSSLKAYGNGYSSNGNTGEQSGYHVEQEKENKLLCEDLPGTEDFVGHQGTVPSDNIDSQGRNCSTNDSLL
Integrin act MD: integrin-mediated muscular dystrophy alleviation activation | Potency, µM (top dose mostly 38.3 µM), for inactives: at the top dose activation, usual class: activators | 350,000 compounds, 0.064% hits | alpha7betagal myoblasts, beta-gal FDG fluorescence, 48 h | AID 624291;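 further: potency means the concentration at half of the fitted maximal effect; 100% = response of the positive control SU9516; nearly all actives have a fitted effect of over 60% in size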
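alpha7betagal+/- myoblasts (passage 13, 250/well) treated 48 h at 37C with compounds at 1:260 dilution of DMSO stock. Lysed, then beta-galactosidase activity read as FDG fluorescence (ex 480/em 540) after 30 min, with pre-read for autofluorescence.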
USP2a inh: USP2a (human) protease inhibition; O75604; USP2 core, Ub-CHOP2 coupled fluorogenic reporter, 485/531; 330,000 compounds, 0.01% hits; Potency, µM (series often up to 38.3 µM), for inactives: top-dose activity change, negative = inhibition, usual class: inhibitors;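 further: potency means the concentration at half of the fitted maximal effect; plate controls were DMSO wells for no effect and full inhibition by NEM control for full effect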
Target sequence (O75604 whole entry, looked up): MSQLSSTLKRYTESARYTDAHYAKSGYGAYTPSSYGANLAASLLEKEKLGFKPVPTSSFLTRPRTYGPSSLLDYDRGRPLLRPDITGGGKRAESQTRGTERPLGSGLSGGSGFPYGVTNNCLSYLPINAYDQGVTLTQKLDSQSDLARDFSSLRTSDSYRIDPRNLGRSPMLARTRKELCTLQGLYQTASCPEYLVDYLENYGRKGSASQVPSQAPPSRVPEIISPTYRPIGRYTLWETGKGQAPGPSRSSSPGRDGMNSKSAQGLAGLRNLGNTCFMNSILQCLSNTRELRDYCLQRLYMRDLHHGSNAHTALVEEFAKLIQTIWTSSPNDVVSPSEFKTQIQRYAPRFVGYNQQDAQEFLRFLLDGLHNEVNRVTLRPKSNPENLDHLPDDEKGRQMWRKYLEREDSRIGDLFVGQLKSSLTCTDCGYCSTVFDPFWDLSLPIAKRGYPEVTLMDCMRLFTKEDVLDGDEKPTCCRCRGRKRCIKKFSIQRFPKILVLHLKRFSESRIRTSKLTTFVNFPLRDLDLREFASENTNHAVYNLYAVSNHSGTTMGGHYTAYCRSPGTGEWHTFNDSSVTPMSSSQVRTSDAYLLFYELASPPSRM
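Cell-free coupled assay: 10nM USP2 core preincubated 30min RT with compound in Tris-HCl pH 8.0/CaCl2/CHAPS buffer, then 25nM Ub-CHOP2 and 25nM reporter substrate; fluorescence (Ex 485/Em 531) read after 60min RT, normalized to NEM inhibition, concentration-response curves fitted.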
BRCA1 expr up: BRCA1 expression activation; MCF7-BRCA1-FFLuc reporter, luminescence, 48 h; response scale: scaled: vehicle 0%, 10 µM genistein 100%; Potency, µM (doses to about 46.1 µM), without a hit: at the top dose activation, actives largely listed as activators; 380,000 compounds, 1.1% hits; AID 624202; further: potency means the concentration at half of the fitted maximal effect; nearly all actives have a fitted effect of over 80% in size; some results filed as inactive show a strong effect at the top dose
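Cells: MCF7-BRCA1-FFLuc, 2000/well. Exposure: 48 h, 37 °C, 5% CO2. Read: luminescence, 15 min post-substrate. Controls: genistein 10 microM (maximal activation), DMSO (neutral).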
uPA surface inh: blocks generation of uPA at the cell surface | 330,000 compounds, 0.31% hits | Potency, µM (doses to about 38.3 µM), for the others: at the top dose activity change, negative = inhibition, most hits filed as inhibitors | cell surface uPA generation assay, qHTS; active means well fitted inhibition curve with a large enough effect; inconclusive means small, poorly fitted or top-dose-only effect; inactive means no such curve, though single readings can be large or run the other way; tested in mouse RAW 264.7 cells; further: potency means the concentration at half of the fitted maximal effect; on the % scale 0 is the no-effect control and ±100 the full control effect; nearly all actives have a fitted effect of over 55% in size
p53 reactivation: mutant p53 re-activation in reporter cells | 320,000 compounds, 0.063% hits | Potency, µM (doses to about 92.2 µM), for inactives: top-dose activity change, positive = activation, hits mostly activators | AID 504706 | H1299 p53-A138V BP100-luciferase reporter, luminescence, 24 h; further: potency means the concentration at half of the fitted maximal effect; % of control where 0% means no effect; nearly all actives have a fitted effect of over 45% in size
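H1299 (p53-null), stable ts p53-A138V + BP100-Luc; 1000 cells/well, Opti-MEM/10% FBS; cpd 4 pt, 1:5; 24 h, 37 deg C, 5% CO2; detection reagent 10 min RT; luminescence.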
TRPV1 ag: activates the human vanilloid receptor TRPV1. Q8NER1. AID 540275. activation, % at 8.33 µM. TRPV1-expressing cells, Fluo-8 calcium influx, agonist mode. 320,000 compounds, 0.19% hits; in the data active means activation above about 80%; inconclusive means between about 30% and that limit; further: 0% is about no effect
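Cells expressing TRPV1 were dye-loaded with Fluo-8 and read kinetically: 10 s baseline, 3 min after compound (agonist portion), then 2 min after EC20 capsaicin (allosteric enhancer portion). Calcium-bound dye fluorescence at 480/520 nm.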
ELG1 genotoxic: induces genotoxicity in HEK293T cells with luciferase-tagged ELG1; HEK293T ELG1-luciferase reporter, luminescence, 16 h; Potency, µM (series often up to 46 µM), inactives show top-dose activity change, positive = activation, usual class: activators; 330,000 compounds, 1.3% hits; further: potency means the concentration at half of the fitted maximal effect; % of control where 0% means no effect; nearly all actives have a fitted effect of over 60% in size
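Quantitative HTS format in 1536-well plates. HEK293T ELG1-luciferase reporter cells receive test compound and are incubated 16 hr at 37 °C, 5% CO2; ONE-Glo added, 30 min room temperature, then luminescence read.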
TSG101-PTAP inh: blocks PTAP/TSG101 interaction to inhibit HIV-1 budding; Fluorescence polarization, FITC-PTAP peptide / Tsg101 binding; Potency, µM (top dose mostly 115 µM), for the others: top-dose activity change, negative = inhibition, usual class: inhibitors; 340,000 tested, under 10 active; AID 493005; active means well fitted inhibition curve with a large enough effect in the main read-out, with a control signal flat, not every such curve was filed as active; inconclusive means small, poorly fitted or top-dose-only effect, or effect the other way, or a change in a side signal; inactive means no such curve, though single readings can be large or run the other way; further: potency means the concentration at half of the fitted maximal effect; % of control where 0% means no effect
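Compounds were pin-transferred onto Tsg101 binding domain (10 uM final) in HEPES pH 7.5 buffer, then FITC-PTAP peptide was added at 50 nM final. After 20 min at RT, polarization reported peptide displacement across a qHTS concentration series.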
S-ASM inh: blocks human secretory acid sphingomyelinase; P17405; placental ASM, HMU-PC fluorogenic substrate, 60 min; Potency, µM (doses to about 57.5 µM), inactives show at the highest dose activity change, negative = inhibition, usual class: inhibitors; 340,000 compounds, 0.006% hits; AID 504937; further: potency means the concentration at half of the fitted maximal effect
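Fluorescence read-out (Ex 386 nm, Em 447 nm) after stopping the reaction at pH 10. Enzyme: ASM from human placenta; substrate HMU-PC0, 9 uM final; 60 min, 37 °C. Compound preincubation 10 min, ambient temperature.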
Eya2 phos inh: Eya2 (human) phosphatase inhibition; O00167; recombinant Eya2, OMFP fluorescence dephosphorylation (OMFP is methylfluorescein phosphate); Potency, µM (series often up to 76.9 µM), for the others: top-dose activity, negative = inhibition, usual class: inhibitors; 330,000 compounds, 0.006% hits; further: potency means the concentration at half of the fitted maximal effect; on the % scale 0 is the no-effect control and ±100 the full control effect
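Eya2 protein (added as 0.2 uM solution) was preincubated with compound for 10 min at ambient temperature in 50 mM HEPES pH 7.5, 50 mM NaCl, 5 uM MgCl2, 0.05% BSA, 1 mM DTT. OMFP (added at 50 uM) then reacted 10 min; fluorescence read at 485/525 nm.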
Active calls of the source: *; ? = inconclusive; . = not tested or not shown; [ ] = remark or other dose. Unless noted, the call rests on the fitted dose curve; in most records, active means well fitted curve in the direction sought with a large enough effect; inconclusive means small, poorly fitted or top-dose-only effect, or another doubt; inactive means no such curve, though single readings can be large; an effect the other way counts as inactive or inconclusive. Hits appear at their usual frequency. About 2.6% of those tested had a hit in this group.

Each structure is followed by: B2AR arrestin	Integrin act MD	USP2a inh	BRCA1 expr up	uPA surface inh	p53 reactivation	TRPV1 ag	ELG1 genotoxic	TSG101-PTAP inh	S-ASM inh	Eya2 phos inh
1	COC(=O)c1cccc(NC(=O)CN2C(=O)C3CCCCC3C2=O)c1 (stereo unspecified)
    -0.1%	6%	-2%	2%	-3%	-1%	-2	-1%	-3%	6%	-5%
2	COc1ccc(C(=O)Nc2nc3ccccc3[nH]2)cc1OC
    -0.4%	7%	1%	?	.	?	-1	?	0%	-2%	2%
3	COC(=O)C1=C(C)NC(=O)/C1=C/c1ccc(CNS(=O)(=O)c2ccc(C)cc2)o1
    -0.8%	13%	3%	0%	-1%	0%	17	-4%	4%	-9%	0%
4	CC1(C)CC(=O)C=C(NC2=CC3OC(c4ccccc4)OCC3OC2=O)C1 (stereo unspecified)
    -0.8%	-15%	0%	-66%	-10%	-24%	4	-8%	-8%	-1%	-16%
5	C=CCn1c(CNc2ccccc2)nnc1SCC(=O)N/N=C/c1ccc(O)cc1O
    -0.3%	5%	2%	-64%	0%	0%	0	1%	-3%	-2%	15%
6	Cc1ccc(NC(=O)C(=O)NCCOc2ccc(Cl)cc2)c(C)c1
    -0.6%	-23%	2%	-28%	-8%	-2%	2	1%	-1%	-2%	1%
7	C/C(CCc1ccc2c(c1)OCO2)=N\NC(=O)c1ccccc1
    -0.3%	5%	2%	16%	4%	?	1	5%	-1%	-3%	7%
8	O=C(O)CCc1nn2c3ccccc3n(CC(=O)c3ccccc3)c2nc1=O
    -4.0%	-3%[7.66 µM]	4%	1%	.	1%	2	-2%	-1%	-1%	7%
9	COc1ccc(CN2CCN(CCCCOc3ccc(Cl)cc3)CC2)c(OC)c1OC
    -0.1%	-20%	-1%	-23%	-14%	-1%	1	-5%	0%	0%	4%
10	CN(C)S(=O)(=O)Oc1ccccc1C(=O)Nc1cccc(C(F)(F)F)c1
    -0.1%	7%	-1%	-35%	3%	-2%	3	-1%	-1%	-4%	-13%
11	Nc1cccc(-c2nc3cc(S(=O)(=O)c4ccc5oc(-c6cccc(N)c6)nc5c4)ccc3o2)c1
    -0.3%	-34%	0%	-90%[inhibitor]	3%	-1%	-2	5%	-2%	29%	10%
12	Cc1cccc(C(=O)N2CCCN(C(=O)c3cccc(C)c3)CC2)c1
    1.0%	-4%	2%	-26%	-2%	1%	1	0%	-2%	90%	-24%
13	CCOc1ccc(NC(=O)Nc2ccc3nccnc3c2)cc1
    0.3%	1%	4%	62%	-1%	-5%	4	-12%	-5%	-3%	-4%
14	O=C(c1ccc([N+](=O)[O-])cc1)N1CCC(Cc2ccccc2)CC1
    0.3%	-11%	0%	-22%	1%	-3%	2	-11%	-5%	-2%	-10%
15	CCOc1ccc(Oc2ccc(NC(=O)CSc3nncn3C)cc2)cc1
    -0.3%	21%	-1%	4%	-1%	-2%	4	-1%	0%	8%	5%
16	COc1ccc(-c2cc3ccccc3n2CC(O)CN2CCC(C)CC2)cc1 (stereo unspecified)
    -0.3%	-16%	2%	-23%	-15%	7%	1	-3%	-13%	1%	5%
17	CCOc1ccc(S(=O)(=O)N2CCCCC2)cc1NC(=O)Cc1cccc(C(F)(F)F)c1
    0.5%	4%	3%	-28%	5%	-1%	3	-2%	3%	0%	3%
18	CC(Sc1nnc(-c2ccccc2F)n1N)C(=O)NCC1CCCO1 (stereo unspecified)
    -4.5%	-5%	-3%	-2%	1%	5%	-1	0%	1%	0%	5%
19	COc1ccc(NC(=O)c2sc(=S)[nH]c2N)cc1
    0.2%	-19%	-2%	27%	0%	9%	0	11%	0%	-3%	-15%
20	CN(C)C(=O)c1ccc(-c2nnc(NCc3ccccc3)c3ccccc23)cc1
    0.4%	-4%	1%	-22%	-3%	-15%	2	-3%	0%	-1%	-14%
21	Cc1cc(C)nc(SCC(=O)NNC(=O)c2cccs2)n1
    -0.9%	-13%	0%	-33%	-6%	-3%	3	0%	0%	-2%	3%
22	Cc1ccc(C(=O)NCCC(=O)N2CCC3(CC2)NCCc2[nH]cnc23)cc1
    0.0%	14%	0%	-2%	2%	5%	-2	-2%	1%	-3%	0%
23	Cc1ccc(NC(=O)c2ccc(S(=O)(=O)N3CCOCC3)cc2)nc1
    -1.9%	18%	1%	1%	.	1%	?	1%	-4%	4%	5%
24	O=C(O)C(c1cccs1)C1(O)CCCCC1 (stereo unspecified)
    .	-13%	.	0%	1%	.	.	.	-7%	6%	.
25	Cc1ccc(C2=NS(=O)(=O)N(C)C(C(=O)N3CCOCC3)=C2)cc1
    0.0%	33%	-1%	-3%	3%	7%	2	-2%	-6%	1%	-10%
26	Cc1ccc2c(c1)N(CC(=O)NCCc1ccccc1)C(=O)c1cccnc1O2
    -0.9%	?	2%	0%	10%	.	1	0%	0%	2%	7%
27	C=C(C)CC1N(c2cccc(OC)c2)C(=O)C2C(C(=O)O)C3C=CC21O3 (stereo unspecified)
    -0.9%	15%	-2%	13%	-5%	2%	-1	-1%	-3%	-2%	12%
28	COc1cc2c(cc1OC)C1=NC(=O)CN1C(SCc1ccc(C)cc1)=N2
    -0.1%	0%	-5%	-4%	-10%	-1%	.	-3%	-2%	132%[activator]	-26%
29	CCc1ccccc1NC(=O)CNC(=O)CNC(=O)Cc1ccccc1
    -0.3%	10%	2%	-16%	24%	-4%	0	3%	1%	5%	-2%
30	CCOC(=O)c1cc2occc2n1CCCN1C(=O)c2ccccc2C1=O
    -0.1%	-12%	-13%	-3%	1%	-3%	16	-2%	-8%	-8%	-8%
31	COc1ccc(/C=C/C2=CC(C)(C)NC(=S)N2)cc1OC
    -0.1%	0%	4%	-1%	-6%	7%	-1	2%	-6%	0%	1%
32	CC(C)CNC(=S)NC(=O)c1ccc(Cl)cc1Cl
    -0.3%	12%	1%	?	7%	?	16	11%	-2%	1%	-15%
33	COc1ccc(-c2oc3ccccc3c2C(=O)OCc2ccc(O)cc2)cc1
    -0.8%	-46%[inhibitor]	0%	53%	5%	-1%	11	12%	1%	250%[activator]	0%
34	CN(C1CCS(=O)(=O)C1)S(=O)(=O)c1cccc2nsnc12 (stereo unspecified)
    0.2%	8%	1%	-1%	3%	1%	3	-11%	-4%	0%	5%
35	COc1cccc(CN(C(=O)c2ccco2)C2CCS(=O)(=O)C2)c1 (stereo unspecified)
    -0.6%	-11%	5%	3%	-1%	3%	-2	4%	-11%	-1%	-7%
36	CCOC(=O)C1CCCN(C(=S)Nc2ccc(C)cc2C)C1 (stereo unspecified)
    -0.9%	13%	3%	5%	1%	3%	-2	1%	-7%	7%	18%
37	COc1cc(N2CCC(O)CC2)ccc1Nc1nnc(Cl)c(Nc2ccccc2S(C)(=O)=O)n1
    .	0%	.	-50%	-29%	.	.	.	-11%	7%	.
38	C#CCOCCOCCOCCNc1nc(N2CCN(C(=O)[C@H](CCCCN)n3cc(CN)nn3)CC2)nc(N2CCN(C(=O)[C@H](CCC(=O)O)n3cc([C@@H](N)[C@H](C)CC)nn3)CC2)n1
    -0.9%	23%	-1%	0%	3%	0%	.	1%	0%	-1%	-29%
39	O=C(O)C1(Nc2ccccc2Cl)CCCC1
    .	-16%	.	-10%	3%	.	.	.	0%	-2%	.
40	COc1ccccc1CN=C1NC(=O)C(CC(=O)Nc2ccc(OC)c(OC)c2)S1 (stereo unspecified)
    -0.6%	-2%	-1%	1%	.	-5%	-1	-2%	-13%	-1%	18%
41	CC(=O)Oc1ccccc1/C=C1\CCOC1=O
    -0.1%	-9%	3%	-4%	0%	1%	-2	-1%	-6%	0%	14%

From PubChem
